CatL block = inhibitors of human cathepsin L | hit rate 0.17% among 58,000 | inhibition, %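 (tested at 10 µM)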 | purified cathepsin L, fluorogenic substrate, fluorescence | P07711; in the data active = inhibition above about 45%;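 also: 0% = enzyme with no compound and 100% = no enzyme blank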
DUSP1 inh = blocks human MKP-1 phosphatase activity. P28562. inhibition, %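 (compounds tested at a single concentration somewhere between 10 and 100 µM)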. hit rate 0.15% among 65,000. recombinant MKP-1, OMFP hydrolysis fluorescence;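 active = inhibition above about 50%, limit read from the data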;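 also: 0% = DMSO max control wells and 100% = wells with enzyme stopped by NaOH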
Target sequence (P28562 whole entry, looked up): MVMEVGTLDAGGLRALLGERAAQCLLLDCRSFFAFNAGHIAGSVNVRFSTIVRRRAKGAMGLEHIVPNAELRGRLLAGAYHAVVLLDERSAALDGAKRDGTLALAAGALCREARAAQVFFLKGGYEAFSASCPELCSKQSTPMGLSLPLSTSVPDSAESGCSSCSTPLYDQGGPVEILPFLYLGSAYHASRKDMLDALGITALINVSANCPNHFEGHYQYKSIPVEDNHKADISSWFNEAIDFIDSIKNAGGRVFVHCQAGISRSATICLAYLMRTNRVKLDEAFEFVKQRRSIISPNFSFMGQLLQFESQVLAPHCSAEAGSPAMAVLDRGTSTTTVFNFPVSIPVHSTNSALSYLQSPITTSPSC
CatG inh = cathepsin G (human) inhibition; AID 581; inhibition, % at 5 µM (by protocol); purified enzyme, AMC-tetrapeptide fluorescence, pooled mixtures; hit rate 0.2% among 62,000;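 active = inhibition above 20% in each of the two mixture wells holding the compound; inactive = inhibition of 20% or less in either well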;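 also: 0% = enzyme control without mixture and 100% = blank lacking enzyme; strong numbers were not always called active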
Hsp90 inh = displaces geldanamycin probe from tumor Hsp90. hit rate 0.35% among 64,000. P07900. inhibition, % at 30 µM. AID 429. NCI-N417 lysate Hsp90, Cy3B-geldanamycin FP displacement;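 active = inhibition above 50%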;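 also: 0% = tracer plus lysate wells and 100% = tracer alone without lysate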
5HT1a ag = activates the human 5-HT1a serotonin receptor; CHO 5-HT1a Ga15 NFAT-bla reporter, FRET ratio; 0% basal, 100% maximal reference agonist; AID 567; hit rate 0.56% among 65,000; activation, % at 10 µM; P08908;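 active = activation above the screen-wide mean activation plus 3 SD, cut at about 19% in these data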;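 also: 0% = DMSO wells and 100% = 5-CT at EC100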
FXIa inh mix = blocks human factor XIa in pooled compound mixtures. P03951. hit rate 0.19% among 62,000. inhibition, % at 5 µM. purified FXIa, fluorogenic substrate;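 also: each value is inhibition by a whole ten-compound pool holding the compound; 0% = enzyme with no mixture and 100% = wells lacking enzyme; strong numbers were not always called active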
C1s inh = human complement C1s inhibition | purified C1s, fluorogenic AMC substrate, pooled mixtures | AID 538 | P09871 | mean inhibition % of two 10-compound mixtures (stronger effect = higher value), % at 5 µM (by protocol) | hit rate 0.16% among 62,000;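 active = inhibition above 20% in each of the two 10-compound mixture wells holding the compound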;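 also: 0% = enzyme wells lacking compound mixture and 100% = no-enzyme blank wells; some compounds called inactive have numbers as strong as hits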
Target sequence (P09871 16-437 limits assumed): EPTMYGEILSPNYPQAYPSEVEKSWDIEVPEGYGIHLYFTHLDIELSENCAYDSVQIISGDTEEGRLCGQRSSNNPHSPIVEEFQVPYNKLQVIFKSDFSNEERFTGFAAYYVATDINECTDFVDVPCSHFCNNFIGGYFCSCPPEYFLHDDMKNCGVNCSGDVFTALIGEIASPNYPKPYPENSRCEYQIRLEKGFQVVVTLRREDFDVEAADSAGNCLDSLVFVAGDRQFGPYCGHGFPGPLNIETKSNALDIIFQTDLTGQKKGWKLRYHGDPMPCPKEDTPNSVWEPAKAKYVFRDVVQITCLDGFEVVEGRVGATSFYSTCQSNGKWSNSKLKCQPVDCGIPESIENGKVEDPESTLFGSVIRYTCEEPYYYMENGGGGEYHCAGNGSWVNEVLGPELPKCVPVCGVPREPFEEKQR
Target sequence (P09871 438-688 limits assumed): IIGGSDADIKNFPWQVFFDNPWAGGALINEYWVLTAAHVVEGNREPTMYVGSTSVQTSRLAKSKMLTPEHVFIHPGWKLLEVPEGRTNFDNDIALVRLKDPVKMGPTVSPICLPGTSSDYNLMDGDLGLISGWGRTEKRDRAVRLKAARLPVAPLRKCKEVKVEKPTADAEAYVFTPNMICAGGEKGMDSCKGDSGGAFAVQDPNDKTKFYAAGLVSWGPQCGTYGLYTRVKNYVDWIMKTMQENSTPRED
Cdc25B inh = inhibitors of human Cdc25B phosphatase; P30305; recombinant Cdc25B, OMFP fluorescence Ex485/Em525; hit rate 0.1% among 65,000; inhibition, %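 (compounds tested at 10 µM final in the well)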; in the data active = inhibition above about 50%
FXIIa inh mix = blocks human factor XIIa in pooled compound mixtures | P00748 | purified FXIIa, fluorogenic substrate | inhibition, % at 5 µM | hit rate 0.2% among 62,000 | AID 684;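 also: 0% = enzyme without compound and 100% = no enzyme blank; some results filed as inactive read as strong as hits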
Starred values were filed as active, the others as inactive; . = no result given. Rule as the data show it, unless noted: active = inhibition above about 20% (passing the limit was not always enough); inactive = the rest. This is a random part of the collection; about 1.6% have a hit in one of these screens.

SMILES	CatL block	DUSP1 inh	CatG inh	Hsp90 inh	5HT1a ag	FXIa inh mix	C1s inh	Cdc25B inh	FXIIa inh mix
COc1ccc(NC(=O)Cn2nnc(C(=O)NCc3cccc(OC)c3)c2N)cc1	.	-5	5	1	-2.2	11	5	-6	0
COCCNC(=O)CCc1nc(-c2ccccc2)no1	0	-13	2	1	-2.0	7	4	-16	3
COc1ccc(OC)c(C2CC(=O)Nc3cc(OC)c(OC)c(OC)c32)c1 (configuration not stated)	-6	6	-2	1	-1.2	9	-3	-3	4
COC(=O)CNc1c(-c2ccccn2)nc2ccc(Br)cn12	7	11	-1	.	-3.1	2	-11	-7	-2
CC(Sc1nnc(COc2ccc3ccccc3c2)n1C)C(=O)O (configuration not stated)	20	0	9	-4	0.3	5	7	-4	-1
Cc1cc(C(=O)CN2C(=O)C3CC=CCC3C2=O)c(C)n1-c1ccccc1 (configuration not stated)	20	5	-1	-5	0.6	5	4	-9	11
Cc1occc1-c1nnc(SCC(=O)N2CCOCC2)o1	3	-9	-1	-4	-0.4	-1	-1	1	5
COc1cccc(C2CC(c3ccc(C(C)C)cc3)n3nc(N)nc3N2)c1 (configuration not stated)	-8	33	10	-1	-1.1	5	4	3	0
Cc1cc(SCC(=O)NC(=O)NCc2ccco2)nc2ccccc12	.	10	-14	-5	-3.5	-11	-61	-9	1
Oc1c(CN2CCCCC2)cc(Br)c2cccnc12	1	-14	-1	2	11	5	37	-10	-2
CCOc1ccc(C2CC(=O)c3c([nH]c(C(=O)OC)c3C)C2)cc1OC (configuration not stated)	10	9	-7	-3	-1.2	4	-6	1	7
Cc1cc(NC(=O)CSc2cn(CCNC(=O)c3ccc(Cl)cc3)c3ccccc23)no1	-5	7	18	-8	-0.4	-3	4	2	-16
Cc1cc(C(F)F)n2ncc(C(=O)NC3CCCCCC3)c2n1	6	11	14	2	3.0	18	12	-14	4
c1ccc2c(c1)[nH]c1c(N3CCN(C4CCCCC4)CC3)ncnc12	-145	-13	.	-4	-0.3	.	.	0	.
C#CC1CN(Cc2ccccc2)CC(C#C)N1C (configuration not stated)	-4	-36	1	-2	-0.9	5	-16	-31	-22
CC(C)C1C(C#N)=C(N)SC(N)=C1C#N	.	12	4	-4	-4.7	3	9	2	3
Cc1ccc(-c2nnc(SCC(=O)N3c4ccccc4NC(=O)C3(C)C)n2N)cc1	21	5	-6	1	-2.6	0	-5	-8	4
CCCCNC(=O)c1nn(-c2ccccc2OC)c(=O)c2ccccc12	-3	1	-3	-1	-5.7	9	-20	5	8
NC(=O)c1oc2ccccc2c1NC(=O)CCc1ccccc1	-1	-1	6	0	0.7	4	5	-7	4
O=C(Oc1ccc(N2C(=O)CCC2=O)cc1)c1ccco1	12	4	1	1	-3.5	-1	1	-11	4
CCN(CC)CCCNC(=O)CC1Sc2ccccc2NC1=O (configuration not stated)	-1	10	12	-3	-2.3	5	16	0	8
COc1ccc(Br)cc1CNCCSc1nnnn1C	-3	-25	-3	-2	-2.6	5	-13	-20	-2
N=c1c2c(n(Cc3ccccc3)c3c1CCC3)CCC2	0	-15	-4	-2	-2.5	-5	-8	2	4
Cc1cc(NC(=O)CS(=O)(=O)c2cn(Cc3ccccc3Cl)c3ccccc23)no1	4	6	-7	-6	-1.5	-2	-5	.	19
C#CCN1C(=O)C(O)(CC(=O)c2cc(OC)ccc2OC)c2ccccc21 (configuration not stated)	0	5	11	-23	-0.5	6	12	-3	5
CCOC(=O)c1c(CN(C)C)oc2cc(CN(C)C)c(O)c(CSc3ccccc3)c12	23	2	6	8	2.5	-5	-19	-7	-1
CC(=O)NCCc1ccc(S(=O)(=O)NCc2ccc3c(c2)OCO3)cc1	14	3	11	-1	-2.0	3	3	-8	2
CCCC(=O)Nc1ccc2oc(-c3ccncc3)nc2c1	-24	-10	-1	-8	1.1	-3	-3	5	7
CC(=O)CC(C)=NCCN=C(C)CC(C)=O	1	6	0	-4	-1.9	6	-32	-12	6
Cc1ccc(C2(C)NC(=O)N(CC(=O)NC(=O)NC3CCCC3)C2=O)cc1 (configuration not stated)	24	25	-6	-4	0.3	4	-41	-12	5
Cc1cc(OCC(O)CN(CCO)CCO)ccc1Cl (configuration not stated)	19	3	9	2	0.3	6	9	5	2
COc1ccc(OCC(=O)N2CCOCC2)cc1	15	-6	6	-1	-0.8	-2	-3	-4	-2
COc1ccc(S(=O)(=O)Cc2ccc(C(=O)N3CCN(c4ccc(Cl)cc4)CC3)o2)cc1	-4	15	7	-3	0.4	4	-6	4	5
Cc1ccc(C)c(C(=O)CN2C(=O)CCC2=O)c1	-3	31	9	-12	-1.4	-1	6	-6	8
Cc1cc2c(c(=O)n1Cc1ccccn1)C(C(C)C)C(C#N)=C(N)O2 (configuration not stated)	1	7	2	0	-2.1	4	4	-11	0
Cn1c(SCC(=O)N2CCc3ccccc3C2)nnc1-c1cccs1	10	2	3	-23	-3.7	16	-2	-11	-12
CC(C)CNc1oc(-c2ccc(F)cc2)nc1C#N	-43	-3	38	-2	-2.2	2	2	-15	17
CCOC(=O)CNC(=O)C1(c2ccccc2)CCCC1	.	.	11	.	-1.0	8	14	.	6
COc1ccc(NC2=NCC(=O)N2c2ccccc2F)c(OC)c1	12	0	-11	0	-1.0	1	-16	14	8
CN(C)c1nc(Oc2ccc(N)cc2)nc(N(C)C)n1	7	12	-4	35	-2.1	-2	-9	0	0
O=S(=O)(c1ccc(F)cc1)N1CCCC(CO)C1 (configuration not stated)	4	-11	7	-5	-5.7	5	9	-9	5
CCn1nc(C(=O)OCC(=O)c2ccc3c(c2)OCCO3)c2ccccc2c1=O	13	10	9	.	1.4	-13	0	-15	12
Cc1ccc(CCC(=O)Nc2ccc(S(N)(=O)=O)cc2)o1	3	1	-10	-10	-0.1	7	-5	2	2
COc1ccc(-c2cc(C(F)(F)F)nc(N3CCN(Cc4ccccc4)CC3)n2)cc1OC	-1	4	-7	.	6.7	2	-22	-15	5
CCn1c2ccccc2c2cc(NC(=O)CSc3nnc(C4CC4)n3Cc3ccco3)ccc21	0	34	-9	0	2.5	-10	-15	-5	6
COc1ccc(-c2nnc3ccc(SCC(=O)N4CCOCC4)nn23)cc1	8	-10	0	-1	2.6	7	-12	-7	5
Nc1nonc1C(=O)NC(c1ccccc1)c1ccccc1	9	2	-6	4	1.4	1	-10	-11	6
COc1cc2cc(CN(CCCO)S(=O)(=O)c3ccccc3)c(=O)[nH]c2cc1OC	-9	23	-1	-1	-2.0	19	-8	29	-13
O=C(Nc1ccncc1)C1COc2ccccc2O1 (configuration not stated)	18	-4	9	-2	1.1	-5	45	-2	0
CC(C)c1nc(SCC(=O)N2CCCC2)c2ccccc2n1	15	-7	9	2	1.1	3	17	-4	0
O=S1(=O)N=C(N2CCN(Cc3ccccc3)CC2)c2ccccc21	30	24	10	-5	0.5	-6	6	7	10
COc1ccc(Nc2nc(N)nc(CN3CCC(Cc4ccccc4)CC3)n2)cc1	-3	-4	-8	-2	1.2	0	-41	-8	4
CCc1nn(C(C)C(=O)NCCN2CCN(c3cccc(C)c3C)CC2)c(=O)c2cc3occc3n12 (configuration not stated)	5	8	10	-4	11	7	14	-21	8
CCOC(=O)N1CCN(c2ncnc3c2cnn3-c2ccc(OC)cc2)CC1	10	15	.	1	-0.3	.	.	14	.
CC1CN(S(=O)(=O)c2cccc(C(=O)NCc3ccc4c(c3)OCO4)c2)CC(C)O1 (configuration not stated)	16	17	0	-2	-1.7	13	1	-3	0
CC(NC(=O)Nc1ccccc1)c1ccccc1 (configuration not stated)	2	12	8	.	.	2	6	-11	3
Cc1ccc(S(=O)(=O)CC(=O)N2CCCCCC2)cc1	23	4	2	-1	-2.7	2	-3	-11	2
O=C(Nc1ccncc1)C1c2ccccc2Oc2ccccc21	3	14	3	-3	-2.2	2	-10	-19	5
CSc1cccc(NS(=O)(=O)c2ccc(F)cc2)c1	-10	0	7	-2	0.8	2	13	2	19
CCC(=O)Nc1cc(C)c(NC(=O)c2ccccc2OC)cn1	7	10	13	0	-2.5	0	12	-7	3

The list continues.
SMILES	CatL block	DUSP1 inh	CatG inh	Hsp90 inh	5HT1a ag	FXIa inh mix	C1s inh	Cdc25B inh	FXIIa inh mix
C=CCNC(=O)N[C@@H](CCSC)C(=O)OC	8	-24	11	-4	-6.1	3	8	-2	5
O=P(c1ccccc1)(c1ccccc1)C(O)c1ccncc1 (configuration not stated)	19	21	-6	0	-1.4	7	-54	-12	8
O=C(Nc1ccccc1C(F)(F)F)N1CCCCCC1	-11	-13	-5	-2	-1.9	15	3	-9	3
Cc1cc(C)c(NC(=O)CSc2nc3c(c(=O)n2C)SC(C)C3)c(C)c1 (configuration not stated)	29	2	-9	-3	-1.0	-3	-32	-8	1
Cc1cc(C(=O)NCCCn2ccnc2)cs1	-9	-3	11	-8	0.8	6	15	-6	2
CSc1nc2ccccc2n1C(=O)Oc1ccccc1	11	-7	8	-3	-0.3	8	23	1	9
Cc1ccccc1N(CC(=O)NCCc1ccccc1)C(=O)c1ccc(N2CCCC2)nc1	-3	-16	0	-2	1.6	4	-13	-14	-15
O=c1c[n+]([O-])c2ccccc2n1OCc1c(F)cccc1F	-3	-3	17	-5	-4.0	45	29	-16	10
O=C(O)CC(CC(=O)Nc1nncs1)c1ccccc1 (configuration not stated)	20	-4	6	-3	-2.2	2	9	-3	4
Cc1ccc2c(c1)nnn2C1CCN(S(=O)(=O)c2ccc(C(=O)N3CC(C)CC(C)C3)cc2)CC1 (configuration not stated)	-1	24	7	2	-0.7	2	-9	8	-1
CCCn1c(CN2CCN(C(=O)OCC)CC2)nc2c1c(=O)n(C)c(=O)n2C	19	12	13	-2	-1.9	-1	16	-5	2
CCc1nnc(NC(=O)CSc2nnc(-c3c[nH]c4ccccc34)n2C)s1	0	-11	0	-1	-2.9	2	-2	-1	15
O=C(c1ccccc1F)N1CCN=C1SCc1cccnc1	.	-2	6	-3	-1.1	0	-1	2	6
O=C(COc1ccccc1)N(Cc1ccco1)c1ccc(O)cc1	-1	-4	-9	-5	-2.8	6	-9	-11	12
Cc1ccc(S(=O)(=O)NC(=O)NCc2ccc3c(c2)OCO3)cc1	-16	-8	.	5	0.4	.	.	-22	.
CC(NS(=O)(=O)c1ccccc1)C(N)=O (configuration not stated)	3	-2	8	0	-4.6	1	6	-12	10
NC(=O)C1(c2ccccc2)CCOCC1	11	6	9	1	1.1	6	2	1	-1
C=CCN(C(=O)CN1CCOCC1)c1nc(C)c(-c2ccccc2)s1	9	13	-2	.	2.1	10	-7	-6	-14
O=C(CN1C(=O)c2ccccc2S1(=O)=O)NCc1ccccn1	-4	1	-11	-1	0.0	-19	-158	1	4

2 neighbouring compounds already listed, quoted:
SMILES	CatL block	DUSP1 inh	CatG inh	Hsp90 inh	5HT1a ag	FXIa inh mix	C1s inh	Cdc25B inh	FXIIa inh mix
Cc1cc(C)c(NC(=O)CSc2nc3c(c(=O)n2C)SC(C)C3)c(C)c1 (configuration not stated)	29	2	-9	-3	-1.0	-3	-32	-8	1
Cc1cc(C(=O)NCCCn2ccnc2)cs1	-9	-3	11	-8	0.8	6	15	-6	2

One compound at a time, from the list above. Order of screens: CatL block | DUSP1 inh | CatG inh | Hsp90 inh | 5HT1a ag | FXIa inh mix | C1s inh | Cdc25B inh | FXIIa inh mix
`O=C(Nc1ccccc1C(F)(F)F)N1CCCCCC1` as listed: -11 | -13 | -5 | -2 | -1.9 | 15 | 3 | -9 | 3
`NC(=O)C1(c2ccccc2)CCOCC1` as listed: 11 | 6 | 9 | 1 | 1.1 | 6 | 2 | 1 | -1
`Cc1cc(C(=O)NCCCn2ccnc2)cs1` as listed: -9 | -3 | 11 | -8 | 0.8 | 6 | 15 | -6 | 2
`O=C(c1ccccc1F)N1CCN=C1SCc1cccnc1` as listed: . | -2 | 6 | -3 | -1.1 | 0 | -1 | 2 | 6
`CCCn1c(CN2CCN(C(=O)OCC)CC2)nc2c1c(=O)n(C)c(=O)n2C` as listed: 19 | 12 | 13 | -2 | -1.9 | -1 | 16 | -5 | 2

Compound activity from PubChem BioAssay.
